# Screening data from PubChem.
# Glyco luc inh: N-linked glycosylation inhibition; AID 588692; D54 ERlucT glycosylation luciferase reporter, 24 h; percent of 100 nM tunicamycin response; hit rate 0.23% among 360,000; reporter increase, % at 12.5 µM;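 active = mean luciferase reporter signal, scaled so untreated is 0 and the glycosylation-blocking control 100, at or above a set limit in every replicate; inconclusive = mean reaches the limit but not every replicate does; inactive = mean below the limit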;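 note: luciferase carries N-glycosylation sites so blocking glycosylation raises the light; 0% = median of neutral control wells and 100% = median of 100 nM tunicamycin wells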
# CaV13 ICDI inh: Primary screen for inhibitors of IQ motif and Ca2+-dependent inactivation inhibitor domain binding in CACNA1D, Förster resonance energy transfer in living cells, … | HEK cells, CFP/YFP FRET ICDI-IQ, plate reader, 10 min; percent FRET-ratio fall versus neutral wells | inhibition, % at 12.3 µM | hit rate 0.098% among 340,000;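 active = mean replicate inhibition of at least 30% and at least 1% of replicates passing that level; inconclusive = only one of the two criteria is met; inactive = neither criterion is met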;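 note: 0% = median of the neutral control wells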
# Vif inh: HIV Vif inhibition | HEK293T cells, Vif self-association by quenched fluorescence, imaging, 24 h | inhibition, % at 7.49 µM | hit rate 0.35% among 340,000 | AID 602346; in the data active = inhibition above about 50%, passing the limit was not always enough; inconclusive = no clear call, values can overlap the other calls; inactive = below about 31%; note: some results filed as inactive read as strong as hits
# aDG glyco up: increases alpha dystroglycan glycosylation; Pro5-aDG cells, alpha-DG glycosylation AlphaScreen (IIH6); 0% Pro5, 100% B10-LARGE cell signal; activation, % at 10 µM; hit rate 0.22% among 360,000; AID 624168;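 active = activation of at least 8% versus controls, or a plate z-score of at least 8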;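 note: Pro5 are CHO cells carrying HIG-tagged alpha-DG that lacks glycosylation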
# H9c2 protect: myocardial damage modulation in H9c2 cells | H9c2 cardiomyocytes, H2O2 injury protection, ATPLite, 2 h | protection from H2O2 cell death, % at 20 µM | hit rate 0.63% among 360,000 | AID 588492;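 active = compounds giving at least 50% protection of heart cells from peroxide-induced death in the single-dose screen, raw or plate-pattern-corrected value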;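 note: 0% = DMSO wells with peroxide and 100% = DMSO wells without peroxide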
# PDI turbidity: PDI (human) enzyme inhibition; P07237; PDI insulin aggregation turbidity, A650, 90 min; inhibition, % at 10 µM; hit rate 0.052% among 350,000;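 active = mean inhibition across replicates of 30% or more, whatever share of single replicates reach that level; inconclusive = mean inhibition below 30% while every single replicate reaches 30%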;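 note: absorbance from insulin aggregation driven by PDI reduction with DTT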
# Target sequence (P07237 whole entry, looked up): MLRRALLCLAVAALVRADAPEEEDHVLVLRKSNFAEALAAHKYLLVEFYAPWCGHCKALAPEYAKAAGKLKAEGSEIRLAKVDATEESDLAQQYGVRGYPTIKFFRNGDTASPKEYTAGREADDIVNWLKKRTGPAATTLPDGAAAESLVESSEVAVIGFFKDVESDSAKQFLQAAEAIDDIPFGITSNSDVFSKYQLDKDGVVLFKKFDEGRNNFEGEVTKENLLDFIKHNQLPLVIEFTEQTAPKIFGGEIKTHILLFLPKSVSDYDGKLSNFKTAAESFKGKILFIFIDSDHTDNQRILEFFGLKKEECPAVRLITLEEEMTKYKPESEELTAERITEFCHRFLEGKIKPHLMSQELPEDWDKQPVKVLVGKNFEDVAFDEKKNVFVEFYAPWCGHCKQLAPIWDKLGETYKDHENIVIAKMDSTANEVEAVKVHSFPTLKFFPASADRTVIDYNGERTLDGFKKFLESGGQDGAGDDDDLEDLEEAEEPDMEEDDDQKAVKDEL
# ABCB6 inh MLPCN: inhibitors of human ABC transporter ABCB6; hit rate 0.19% among 360,000; K562-ABCB6 porphyrin accumulation, flow cytometry, 1 h; hits give low values; fluorescence ratio to DMSO, % at 10 µM;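 active = fluorescence ratio to DMSO below 75%, the collection mean minus 3 SD; inconclusive = too few cells collected in the well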;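 note: signal is porphyrin accumulated inside mitochondria; 100% equals median channel fluorescence of DMSO control wells; lower ratio means ABCB6 inhibition with less porphyrin fluorescence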
# hiPSC survival: enhancers of human iPSC single-cell survival | hiPSC single-cell survival, ATPlite luminescence; 100% = ROCK inhibitor wells, 0% = DMSO | hit rate 0.044% among 360,000 | AID 602274 | survival enhancement, % at 20 µM; in the data active = survival enhancement above about 18%;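 note: cells exposed to compounds for 16 hours before the ATP read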
# Exocytosis inh: lytic granule exocytosis inhibition; inhibition, % at 10 µM; TALL-104 LAMP-1 surface exposure, flow cytometry; cells stimulated with thapsigargin and PMA; hit rate 0.66% among 360,000; AID 651702;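 active = inhibition above about 55%, limit read from the data; inconclusive = no clear call, values can overlap the other calls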
# m5-HT2A agonist: mouse HTR2A agonism via beta-arrestin recruitment; CHO-K1 mHTR2A beta-arrestin complementation, luminescence; percent of 30 µM serotonin response; hit rate 0.66% among 360,000; P35363; activation, % at 7.6 µM;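 active = activation above a run cutoff, the mean activation of all tested compounds plus 3 SD, cut at about 14% in these data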;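 note: 0% = plate median of compound wells and 100% = 30 µM serotonin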
# Target sequence (P35363 whole entry, looked up): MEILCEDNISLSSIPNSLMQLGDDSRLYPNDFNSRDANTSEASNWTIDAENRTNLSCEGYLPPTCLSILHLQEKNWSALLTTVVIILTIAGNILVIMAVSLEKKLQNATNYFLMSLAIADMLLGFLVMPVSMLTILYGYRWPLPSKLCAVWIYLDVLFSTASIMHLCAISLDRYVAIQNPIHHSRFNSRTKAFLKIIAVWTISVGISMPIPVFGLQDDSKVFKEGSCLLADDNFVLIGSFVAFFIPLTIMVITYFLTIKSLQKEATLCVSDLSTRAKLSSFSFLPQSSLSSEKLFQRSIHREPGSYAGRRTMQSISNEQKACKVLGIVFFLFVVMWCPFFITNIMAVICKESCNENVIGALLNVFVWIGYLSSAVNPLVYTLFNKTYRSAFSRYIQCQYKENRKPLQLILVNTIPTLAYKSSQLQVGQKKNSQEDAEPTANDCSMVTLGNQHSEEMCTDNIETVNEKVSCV
# * marks the source's active call; other numbers are inactive results; ? = inconclusive; . = no result given; + = active, no number.
structure	Glyco luc inh	CaV13 ICDI inh	Vif inh	aDG glyco up	H9c2 protect	PDI turbidity	ABCB6 inh MLPCN	hiPSC survival	Exocytosis inh	m5-HT2A agonist
Cn1c(N)c(C(=O)COC(=O)c2ccc(OC(F)F)cc2)c(=O)n(C)c1=O	1	-2	3	0.0	-1	6	99	1.8	-2	-4
CCOC(=O)C1=C(C)N(C)C(=S)NC1c1ccc(Cl)cc1Cl (centres undefined)	-1	-18	5	0.2	0	6	94	-0.3	-1	8
CC(=O)NNc1cc(N2CCOCC2)nc(N2CCOCC2)n1	0	+	-5	-0.4	1	.	97	0.7	-3	1
COc1ccc(NC(=O)N2CCCC2C(=O)Nc2ccccc2)cc1 (centres undefined)	0	-5	7	0.1	4	-10	102	-1.4	3	-4
COc1ccc(-c2ccc(CN3C(C)C(=O)N(Cc4cn(CCC5OCCO5)nn4)CCS3(=O)=O)cc2)cc1OC (centres undefined)	4	-10	-4	0.1	13	0	100	-2.3	-2	-4
CCc1c(C#N)c(SCc2c(C)noc2C)nc2c1C(=O)CC(C)(C)C2	-7	-3	-6	-0.3	0	1	97	-0.3	4	7
Cc1cc(C)n(CCCNC(=O)C(C)(C)Oc2ccc(Cl)cc2)n1	0	-2	-5	0.1	-4	-56	81	0.0	4	0
COc1ccc(/C=C2\SC(=S)N(CC(=O)NCCO)C2=O)cc1	-2	19	-6	-0.3	-4	-1	102	0.9	0	-3
CCCCN1C=C(C(=O)OCC)C(=O)CC1	1	-3	-4	-0.2	9	-4	101	-0.3	14	10
CCn1cc(C(=O)N[C@@H](C)C(=O)OC)c(=O)c2cc3c(cc21)OCO3	0	-4	5	0.0	1	2	98	-0.4	-8	0
COc1ccc(-c2csc(NC(=O)CN3C(=O)C4CCCCC4C3=O)n2)cc1OC (centres undefined)	-1	-3	-5	0.0	11	0	95	-0.2	0	-2
CCCCc1nc2ccccc2c(NC(=O)CN2CCCC2)c1CCC	-2	.	-2	0.0	3	-2	100	1.5	0	3
c1coc(C2=NC(c3ccco3)C(c3ccco3)N2)c1 (centres undefined)	1	.	1	0.4	3	-4	98	-1.7	-3	1
OCCN=C1CCCc2c1[nH]c1ccc(Cl)cc21	-5	-3	-1	-0.1	0	-7	100	-0.6	6	2
CCn1nnc2cc(C(=O)Nc3cccc(S(=O)(=O)N(C)C)c3)ccc21	-1	-2	10	-0.2	10	-2	104	2.9	13	-4
CC1CCCN(Cc2c(O)ccc3c2O/C(=C\c2ccco2)C3=O)C1 (centres undefined)	0	-18	.	0.0	9	1	101	0.2	-5	5
COc1ccc(C(N)c2csc(Nc3ccc(C(F)(F)F)cn3)n2)cc1 (centres undefined)	-4	-7	15	0.4	-11	-2	91	4.1	11	2
COc1ccc(Nc2nc(N)nc(CSC(=S)N3CCN(c4ccccc4)CC3)n2)cc1	-6	-5	.	0.8	-5	-4	94	0.4	0	-6
Cc1ccc(S(=O)(=O)Nc2ccsc2C#N)cc1	0	-20	.	0.2	1	-6	97	-0.4	-1	-3
CC(=O)c1ccc2noc(-c3cccc(F)c3)c2c1	-1	-7	.	0.2	10	3	103	0.4	-2	11
Cc1ccc(S(=O)(=O)N2CCC3(CC2)CC(=O)c2ccccc2O3)cc1	-3	-6	-1	0.2	9	9	95	-0.2	-3	-2
Cc1cc(C)cc(NC(=O)c2cc3c(=O)n4ccccc4nc3s2)c1	1	-3	-8	-0.2	15	18	91	-0.9	-4	5
O=C(NC1CC1)c1ccc(CS(=O)c2ccc(Br)cc2)o1 (centres undefined)	1	-7	-5	-0.1	5	8	95	-0.5	-7	8
Cn1nnnc1SCC(=O)C(C)(C)C	0	0	-1	0.0	3	-1	98	0.5	-4	-1
COC(=O)c1ccc(CNC(=O)COC(=O)CCC2CCCC2)cc1	-1	-3	2	0.0	2	-8	95	-0.7	2	3
CC(=O)N1CCN(c2ccc(N)cc2)CC1	2	-12	-5	-0.3	3	-3	97	3.9	-1	-3
C/C(=N\NC(=O)c1cccc(S(=O)(=O)N2CCOCC2)c1)c1ccc(OCC(=O)N(C)C)cc1	0	-2	-5	-0.1	1	1	101	0.4	7	-1
O=C(CSc1nnc(-c2ccccc2Cl)o1)Nc1ccccn1	-17	-2	7	-0.1	3	-2	97	-0.9	-4	-1
CCCSC1=C(C#N)C2(CCCCC2)C(C#N)=C(N)N1	2	-18	-9	-0.3	-16	6	99	-0.8	-2	3
Cc1ccc(C(=O)CSc2nn3c(=O)c(C(C)(C)C)nnc3s2)cc1	?	.	-1	-0.1	2	-7	97	0.1	-2	-1
C/C(=N\NC(=O)c1ccc([N+](=O)[O-])c(C)c1)c1ccccc1Cl	6	-3	0	-0.2	7	-6	94	0.0	-2	-5
Cc1cc(=O)n2nc(N3CCCC(C(=O)NCc4ccccc4Cl)C3)sc2n1 (centres undefined)	1	-7	13	0.0	1	0	96	-0.6	-11	-2
O=C(c1ccccc1)c1nn(-c2ccccc2)c(=O)cc1-c1ccccc1	-3	.	1	-0.2	2	.	93	-0.1	-20	1
Cc1ccc(C(=O)C(C)OC(=O)c2nc(Cl)ccc2Cl)cc1 (centres undefined)	3	-5	6	0.6	2	-8	96	0.3	-7	1
CCCCOc1ccc(C(=O)NCC(=O)NC2CC2)cc1	4	-6	-4	-0.2	-1	0	96	-0.3	0	2
CC(C)C(C(=O)OCC(=O)c1ccc2c(c1)NC(=O)CO2)N1C(=O)c2ccccc2C1=O (centres undefined)	0	-6	0	-0.2	2	1	95	-0.9	-5	-5
CC(C)COc1ccc(C(=O)CCN2CCCCC2)cc1	-6	-5	-11	3.3	-17	10	96	-1.4	5	2
S=C(NCc1ccncc1)NC1CCCCC1	-1	-3	-16	0.3	6	8	97	4.1	0	1
COc1ccccc1C(CNC(=O)C1CC(=O)N(Cc2ccc(C)cc2)C1)N1CCCC1 (centres undefined)	1	-14	7	0.0	2	-2	96	0.3	0	-4
Cc1ccc(Sc2c(C)nn(C(=O)CNS(=O)(=O)c3ccc(F)cc3)c2C)cc1	2	-5	.	-0.1	0	15	97	-1.3	3	1
COc1cccc(N2[C@@H](CC(=O)O)c3cc(C(F)(F)F)ccc3S2(=O)=O)c1	1	-5	-6	-0.1	-5	-1	97	0.7	4	0
COc1ccc(/C=C/C(=O)Nc2ccc(NC(C)=O)cc2)cc1S(=O)(=O)N1CCOCC1	-4	-7	-3	0.0	9	1	101	0.3	-4	-4
Cc1cccc(NS(=O)(=O)c2ccc(S(=O)(=O)N3CCCC3)cc2)c1	-3	-7	-5	-0.2	-11	-3	98	2.8	-1	-4
Cn1c(-c2ccc(F)cc2)cnc1NCc1cccc([N+](=O)[O-])c1	4	-1	6	0.0	14	-1	100	0.2	1	-3
NC(=O)c1ccccc1NC(=O)Nc1cccc(Cl)c1Cl	1	-3	4	-0.1	6	3	97	0.6	5	-1
Cc1cccc(-n2ncc3c(NCCN4CCOCC4)ncnc32)c1	-3	-2	1	0.1	-9	-7	96	-1.3	0	-5
Cc1ccc(S(=O)(=O)N2CCN(C(=O)COC(=O)COc3ccc(Br)cc3)CC2)c(C)c1	1	-6	19	0.2	-2	7	98	-0.7	-1	10
Cc1ccc(OCC(=O)N2CCN(C3=NS(=O)(=O)c4ccccc43)CC2)cc1	1	-9	2	0.2	3	1	96	-1.2	-7	3
CC(=O)Nc1ccc(NC(=O)c2cc(=O)c3ccccc3o2)cc1	-7	-3	-4	0.0	22	7	105	1.0	19	0
O=C(c1ccc(OC2CCN(C/C=C/c3ccc(F)cc3)CC2)cc1)N1CCCC1	-6	-3	-5	0.3	-1	0	83	-0.5	-2	-7

# As a working copy, part of the list above:
structure	Glyco luc inh	CaV13 ICDI inh	Vif inh	aDG glyco up	H9c2 protect	PDI turbidity	ABCB6 inh MLPCN	hiPSC survival	Exocytosis inh	m5-HT2A agonist
Cc1cccc(-n2ncc3c(NCCN4CCOCC4)ncnc32)c1	-3	-2	1	0.1	-9	-7	96	-1.3	0	-5
Cc1ccc(S(=O)(=O)N2CCN(C(=O)COC(=O)COc3ccc(Br)cc3)CC2)c(C)c1	1	-6	19	0.2	-2	7	98	-0.7	-1	10
Cc1ccc(OCC(=O)N2CCN(C3=NS(=O)(=O)c4ccccc43)CC2)cc1	1	-9	2	0.2	3	1	96	-1.2	-7	3
CC(=O)Nc1ccc(NC(=O)c2cc(=O)c3ccccc3o2)cc1	-7	-3	-4	0.0	22	7	105	1.0	19	0
O=C(c1ccc(OC2CCN(C/C=C/c3ccc(F)cc3)CC2)cc1)N1CCCC1	-6	-3	-5	0.3	-1	0	83	-0.5	-2	-7

# (continued)
structure	Glyco luc inh	CaV13 ICDI inh	Vif inh	aDG glyco up	H9c2 protect	PDI turbidity	ABCB6 inh MLPCN	hiPSC survival	Exocytosis inh	m5-HT2A agonist
C=CCn1c(N)c(C(=O)N2CCN(C)CC2)sc1=S	-1	-5	-3	-0.4	2	2	98	-3.2	4	-2
CNNC(=O)C(=O)NNS(=O)(=O)c1ccccc1	0	-6	-5	-0.2	-1	5	93	-0.5	-1	6
Cc1c(NC(=O)C(C)Oc2cccc(Cl)c2)c(=O)n(-c2ccccc2)n1C (centres undefined)	1	-5	0	-0.1	-2	-1	97	-0.6	-4	-2
COc1cccc(/C=N/NC(=O)Cn2ccnc2C)c1	0	-3	5	-0.1	-6	16	103	1.2	4	-5
O=C(OCCNc1nc(-c2ccccc2)nc2ccccc12)c1cccnc1	2	-5	-3	-0.1	16	-3	95	3.0	-1	2
Cn1c(=O)c2c(nc(NC3CCCCC3)n2Cc2ccccc2)n(C)c1=O	0	-5	-2	0.1	5	9	97	-0.2	-2	1
CNc1nc(-c2c[nH]c3ccccc23)cs1	2	-1	4	11*	-1	2	124	-0.6	-38	-1
CC(C)c1ccc(/C=N/NC(=O)c2c(Cl)cnn2C)cc1	-6	-6	-1	0.1	-28	1	106	-2.5	2	1
CCc1cc2c(=O)c(-c3ccc4c(c3)OCCO4)coc2c(CN2CCCCC2C)c1O (centres undefined)	-4	-2	-12	-0.7	-4	0	96	-0.6	1	1
COc1ccc(C2CC(=O)c3cnc(Nc4cc(C)cc(C)c4)nc3C2)cc1 (centres undefined)	-2	-4	6	3.0	-4	11	90	-1.1	-6	-4
CCOc1ccc(N2C(=O)NC(Cc3c[nH]c4ccccc34)C2=O)cc1 (centres undefined)	0	-6	-6	0.0	-14	0	101	-0.3	0	2
COc1ccc(C(=O)NC2CCCc3c2cnn3-c2cc(F)cc(F)c2)c(OC)n1 (centres undefined)	5	-3	-1	1.4	-2	3	99	0.5	0	7
O=C(CSc1cccc2cccnc12)N1CCCC1	15	-2	12	-0.7	47	0	90	-1.1	0	-6
CCCC(=O)Nc1ccc(NCc2ccc(C)s2)cc1	-3	-5	-1	0.0	3	-4	86	-0.4	-3	1
